JMJD2A Tudor: JMJD2A Tudor domain (human) inhibition; AlphaScreen JMJD2A-Tudor / H3K4me3 peptide binding; Potency, µM (doses to about 114 µM), for inactives: top-dose activity change, negative = inhibition, most hits filed as inhibitors; actives 4.4% (n = 390,000); AID 504339; note: % is set by controls: 0 for no effect and ±100 for the full control effect; nearly all actives have a fitted effect of over 50% in size
BAZ2B block: BAZ2B (human) inhibition; actives 4.4% (n = 360,000); AlphaScreen BAZ2B-H3K14Ac peptide displacement; Potency, µM (highest dose often 114 µM), for inactives: at the highest dose activity change, negative = inhibition, usual class: inhibitors; Q9UIF8; note: % is set by controls: 0 for no effect and ±100 for the full control effect; nearly all actives have a fitted effect of over 60% in size
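Complex of BAZ2B and biotin-H3K14Ac (50 nM apiece) forms over 30 min at RT, then faces library compounds up to 110 uM for another 30 min; AlphaScreen beads added, 20 min dark incubation, luminescence read.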
Pin1 inh: blocks the human prolyl isomerase Pin1; Potency, µM (highest dose often 115 µM), for the others: top-dose activity, negative = inhibition, most hits filed as inhibitors; AID 504891; Pin1 FP peptide displacement, HiFluor488, 10 min; actives 0.009% (n = 390,000); active = well fitted inhibition curve with a large enough effect in the polarisation, with a control signal flat, not every such curve was filed as active; inconclusive = small, poorly fitted or top-dose-only effect, or effect the other way, or a change in a side signal; inactive = no such curve, though single readings can be large or run the other way; the % refers to the polarisation; note: % is set by controls: 0 for no effect and ±100 for the full control effect
Target sequence (Q13526 whole entry, looked up): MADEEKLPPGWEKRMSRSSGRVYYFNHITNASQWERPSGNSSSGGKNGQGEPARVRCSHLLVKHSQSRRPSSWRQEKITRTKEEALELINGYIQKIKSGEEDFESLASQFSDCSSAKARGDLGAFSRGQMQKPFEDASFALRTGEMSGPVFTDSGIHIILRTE
GLS inhibitor: inhibitors of human glutaminase (GLS); O94925; GLS enzymatic activity, qHTS titration; Potency, µM (top dose mostly 45.5 µM), inactives show top-dose activity change, negative = inhibition, hits mostly inhibitors; actives 0.21% (n = 410,000); note: % is set by controls: 0 for no effect and ±100 for the full control effect
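Enzyme dispensed in phosphate buffer (45 mM, pH 8.2, 0.02% Tween-20), compounds pinned in, then 1 mM L-glutamine solution and the glutamate oxidase–HRP–Amplex Red mix added; fluorescence read immediately and again after 30 min at room temperature.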
HP1b chromo inh: inhibitors of HP1-beta chromodomain binding to methylated histone tails. actives 0.56% (n = 390,000). P83916. Potency, µM (series often up to 114 µM), inactives show at the highest dose activity change, negative = inhibition, most hits filed as inhibitors. AlphaScreen HP1-beta / biotin-H3K9me3 peptide binding; note: nearly all actives have a fitted effect of over 70% in size; inactives centre near 23
Target sequence (P83916 whole entry, looked up): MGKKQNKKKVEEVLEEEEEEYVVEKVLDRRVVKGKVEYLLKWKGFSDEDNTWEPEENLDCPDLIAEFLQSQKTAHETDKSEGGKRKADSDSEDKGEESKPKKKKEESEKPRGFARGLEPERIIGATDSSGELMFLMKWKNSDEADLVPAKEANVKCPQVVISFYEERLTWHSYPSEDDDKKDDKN
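AlphaScreen: HP1-beta (50 nM) preformed 30 min with biotin-H3(1-18)K9me3 peptide (50 nM) in PBS pH 7.4, 0.01% Tween-20. Compound added for 30 min at RT, then streptavidin donor/nickel chelate acceptor beads (10 ug/mL) for 30 min.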
Pol iota inh: DNA polymerase iota (human) inhibition | Potency, µM (top dose mostly 115 µM), for inactives: top-dose activity, negative = inhibition, usual class: inhibitors | actives 1% (n = 390,000) | Pol iota fluorescent replication assay, 10 min
Target sequence (Q9UNA4 whole entry, looked up): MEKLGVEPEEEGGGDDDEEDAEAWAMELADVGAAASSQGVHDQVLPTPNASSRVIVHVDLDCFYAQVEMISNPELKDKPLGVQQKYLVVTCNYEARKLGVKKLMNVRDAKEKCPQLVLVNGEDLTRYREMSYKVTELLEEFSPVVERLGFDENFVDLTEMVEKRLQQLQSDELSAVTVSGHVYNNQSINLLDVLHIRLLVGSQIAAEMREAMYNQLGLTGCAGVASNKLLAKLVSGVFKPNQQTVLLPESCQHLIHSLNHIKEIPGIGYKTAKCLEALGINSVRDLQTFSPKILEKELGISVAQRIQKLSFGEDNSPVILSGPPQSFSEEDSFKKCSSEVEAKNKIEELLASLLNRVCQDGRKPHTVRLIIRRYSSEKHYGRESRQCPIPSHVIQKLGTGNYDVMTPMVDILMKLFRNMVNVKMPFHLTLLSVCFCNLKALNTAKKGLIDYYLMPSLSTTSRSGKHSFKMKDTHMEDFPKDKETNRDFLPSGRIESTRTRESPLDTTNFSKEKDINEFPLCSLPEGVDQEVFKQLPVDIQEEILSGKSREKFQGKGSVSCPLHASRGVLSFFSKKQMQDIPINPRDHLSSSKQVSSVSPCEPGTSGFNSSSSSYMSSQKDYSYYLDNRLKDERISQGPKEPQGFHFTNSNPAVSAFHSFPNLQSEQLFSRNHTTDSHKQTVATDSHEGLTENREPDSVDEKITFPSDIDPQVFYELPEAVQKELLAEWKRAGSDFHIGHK
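Fluorescent replication assay read twice, at 0 min and 10 min after adding 50 nM (final) substrate. Enzyme (10 nM) and compounds were first incubated 15 min at room temperature; enzyme-free buffer wells were negative controls.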
BLM inh: Bloom syndrome helicase (human) inhibition; P54132; recombinant BLM DNA unwinding, fluorescence dequenching; Potency, µM (doses to about 56.1 µM), for inactives: at the highest dose activity change, negative = inhibition, most hits filed as inhibitors; actives 0.2% (n = 350,000); AID 2528;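 note: plate controls were vehicle for no effect and no enzyme for full effect; nearly all actives have a fitted effect of over 35% in size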
G9a block: inhibitors of human histone lysine methyltransferase G9a; Q96KQ7; AID 504332; actives 8.8% (n = 350,000); G9a H3K9 monomethylation, AlphaScreen, 2 h; Potency, µM (highest dose often 102 µM), without a hit: top-dose activity, negative = inhibition, actives largely listed as inhibitors; note: % is set by controls: 0 for no effect and ±100 for the full control effect; nearly all actives have a fitted effect of over 75% in size
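Compounds were preincubated with 20 nM G9a for 15 min, after which biotinylated H3K9 peptide (500 nM) and SAM (20 uM) started a 2 h room-temperature reaction. Monomethylated product was quantified by antibody-based AlphaScreen chemiluminescence.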
Tb PGK inh: inhibitors of T. brucei phosphoglycerate kinase; PGK/GAPDH coupled, Kinase-Glo luminescence, 60 min; Potency, µM (titrated, usually from 57.5 µM), for the others: top-dose activity change, negative = inhibition, hits mostly inhibitors; actives 0.043% (n = 380,000); AID 602233; note: % is set by controls: 0 for no effect and ±100 for the full control effect; nearly all actives have a fitted effect of over 60% in size
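Recombinant glycosomal PGK reaction used 1,3-bisphosphoglycerate generated in-well by GAPDH (100nM final) in 100mM TEA pH 7.6, 5mM MgCl2, 0.01% Tween-20. After 60 minutes at room temperature, ATP was read by Kinase-Glo Plus luminescence end-point.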
An asterisk follows results filed as active; i = inactive; u = inconclusive; x = not tested or not shown; & = joins results of further samples; [ ] = another dose, or the depositor's remark. Unless noted, calls come from the whole dose curve; as a rule, active = well fitted curve in the direction sought with a large enough effect; inconclusive = small, poorly fitted or top-dose-only effect, or another doubt; inactive = no such curve, though single readings can be large; an effect the other way counts as inactive or inconclusive. Potency is the fitted concentration of half-maximal effect.

Value order – JMJD2A Tudor | BAZ2B block | Pin1 inh | GLS inhibitor | HP1b chromo inh | Pol iota inh | BLM inh | G9a block | Tb PGK inh
- CC(=O)c1cccc(NS(=O)(=O)c2ccc3[nH]c4c(c3c2)CCCCC4)c1
→ u | -36.5%[57.1 µM] | 1.7% | -6.9% | -20.9% | u | -0.3% | 15.8µM* | 5.9%
- NNC(=O)C(Cc1ccccc1)NC(=O)OCc1ccccc1 (configuration not stated)
→ -23.4% | -10.6% | -4.5% | 12.5% | -16.4% | 5.3% | 2.1% | x | i
- Cc1nc2ccc(-c3nc4ccc(N)cc4[nH]3)cc2[nH]1
→ -30.2% | -24.7% | 2.0% | 8.91µM* | 15.7% | 17.8µM* | -17.6% | u | -4.4%
- Cc1ccccc1C(=O)OCCN(C)Cc1ccccc1
→ 3.5% | -22.4% | -3.9% | -0.4% | 56.6%[activator] | -0.9% | -3.1% | -23.7% | -2.1%
- Cc1ccc(SC2=C(Sc3ccc(C)cc3)C(=O)c3ccccc3C2=O)cc1
→ 3.55µM* | 3.55µM* | -3.3% | -6.1% | 3.55µM* | 6.31µM* | -6.9% | 2.82µM* | -5.1%
- COc1ccc(S(=O)(=O)n2ccc(-c3ccc4c(c3)CCC(C)(C)O4)n2)cc1
→ -9.3% | 4.8% | -0.5% | 3.4% | 21.3% | 47.0%[activator] | -11.7% | 11.8% | 7.7%
- Cc1c(NC(=O)Nc2ccc(C(C)C)cc2)c(=O)n(-c2ccccc2)n1C
→ -4.8% | -30.5% | -4.6% | 9.7% | 24.8% | 0.4% | 2.3% | u | i
- Cc1ccc(C(=O)Nc2cccc(C(F)(F)F)c2)cc1NC(=O)c1ccno1
→ -21.0% | 5.0% | -6.9% | -3.8%&-2.9% | 19.1% | -14.2% | -6.4% | 1.7%[59 µM] | 10.8%&-9.4%
- COc1cccc(NC(=O)Nc2nnc(N3C(C)CCCC3C)s2)c1 (configuration not stated)
→ -26.6% | -23.0% | 6.5% | 4.3% | 9.4% | 31.2%[activator] | -7.1% | x | -0.9%
- Cc1ccc(C)c(N2CCN(c3nccn4nc(-c5ccc(Br)cc5)cc34)CC2)c1
→ -10.6% | -24.4% | 27.8% | -5.2% | 48.8%[activator] | -1.5% | -4.3% | -16.0%[59 µM] | -3.6%
- COCCN(CCOC)S(=O)(=O)c1ccc(C(=O)NCCCN2CCOCC2)cc1
→ 8.1% | 2.9% | -10.5% | -6.1% | 27.8% | -10.3% | 1.5% | u | 1.0%
- CN1CCN(CCCNC(=O)Nc2cccc3ccccc23)CC1
→ -8.8% | -2.9% | -11.7% | 15.1% | 20.7% | 1.1% | -0.9% | u | -13.7%
- CCOC(=O)Cc1nnc(NC(=O)CSc2nc3ccccc3[nH]2)s1
→ -5.5% | -32.9% | 0.6% | -6.1% | 32.4% | 33.5%[activator] | -6.3% | 13.1% | -1.9%
- O=C(N1CCCC1)C12CC3CC(CC(Cl)(C3)C1)C2
→ -13.1% | -9.6% | -1.6% | 4.8% | 53.0%[activator] | 2.6% | -7.4% | 28.6% | x
- CC(C)(C)N(Cc1ccccc1)C(=O)COC(=O)C1CC(=O)N(Cc2ccccc2)C1 (configuration not stated)
→ -20.6% | x | -5.0% | -1.3% | 11.0% | 43.8%[activator] | x | x | -9.0%
- Cc1cccc(NC(=O)NNC(=O)CCc2ccccc2)c1
→ -17.7% | -1.4% | -10.9% | 4.1% | 1.8% | 15.4% | -4.5% | x | -2.4%
- CC(C)CC1CCCCC1OC(=O)C[N+]1(C)CCCCC1 (configuration not stated)
→ u | -32.9% | -5.6% | -0.8% | -12.0% | 33.4%[activator] | -7.1% | u | -9.4%
- COc1ccc(-n2c(SCC(=O)Nc3nccs3)nc3c(c2=O)SC(C)C3)cc1 (configuration not stated)
→ -6.9% | 3.8% | 20.1% | -2.5% | 61.8%[activator] | -3.6% | 5.0% | 18.2% | -9.3%
- Nc1nc(NCCc2ccccc2)nc(NCCO)c1[N+](=O)[O-]
→ -7.7% | -1.6% | -5.9% | -0.9% | 25.8% | 12.1% | -3.6% | 19.0% | -8.5%
- N#Cc1ccc(CN2CCN(c3ccc(S(=O)(=O)N4CCCC4)cn3)CC2)cc1
→ -15.8% | -5.4% | 2.6% | 0.4% | 21.1% | 33.0% | x | -4.9%[59 µM] | -4.8%
- COc1cccc(/C=N/Nc2c(Cl)cncc2Cl)c1O
→ -15.9% | -19.8% | 3.5% | u | 11.1% | 59.4%[activator] | -4.3% | -23.9% | -17.2%
- Cc1ccc(C2Nc3cccc4cccc(c34)N2)s1
→ u | u | -0.6% | 17.2% | u | -4.3% | -9.7% | 12.6µM* | i
- CNc1c(NS(=O)(=O)c2ccc(F)c(Cl)c2)c(=O)oc2ccccc12
→ -14.7% | 3.2% | 4.0% | -17.8% | 10.9% | -0.3% | 2.0% | 20.8% | i
- CCOCCCNC(=O)C1CCCN(S(=O)(=O)c2ccc(-n3cnnn3)cc2)C1 (configuration not stated)
→ -15.8% | -6.6% | -1.7% | 50.6%[activator] | -2.9% | 83.5%[activator] | -2.8% | 24.1% | -3.2%
- COc1ccc(C(=O)Nc2nc(C)c3cc4c(cc3n2)OCO4)cc1
→ -4.9% | -4.0% | 32.6%[activator] | -10.8% | 42.0%[activator] | 53.6%[activator] | -7.3% | -4.0% | -6.1%
- CCOC(=O)C(CC)Sc1nnc2cc(C)c3ccccc3n12 (configuration not stated)
→ 8.0% | x | 6.1% | -3.0% | 24.6% | -16.1% | x | x | 2.2%
- Cc1cc(C(=O)N/N=C/C=C/c2ccccc2)n[nH]1
→ -4.5% | -16.5% | -0.8% | 2.2% | 29.1% | -6.8% | 0.7% | 4.1% | -7.7%
- Cc1ccccc1NC(=O)COC(=O)C1=COCCO1
→ -13.5% | -0.3% | -0.9% | -1.2% | 27.1% | 22.8% | x | -18.9%[12.7 µM] | -7.6%
- COC(=O)C1=C(C)Nc2c(c(=O)n(C)c(=O)n2C)C1c1ccc(Cl)cc1 (configuration not stated)
→ u | -8.8% | -7.2% | 16.4% | 9.6% | 28.7% | -1.8% | 11.2% | -1.5%
- Cc1ccc(S(=O)(=O)C(F)(F)F)cc1NC(=O)c1cccnc1
→ -9.2%[57.1 µM] | -4.6% | u | 0.8% | 41.0%[activator] | 8.0% | 3.7% | 20.8%[59 µM] | 1.5%

Compound profiles, as listed above.
CCOC(=O)C(CC)Sc1nnc2cc(C)c3ccccc3n12 (configuration not stated) reads JMJD2A Tudor = 8.0%; BAZ2B block = x; Pin1 inh = 6.1%; GLS inhibitor = -3.0%; HP1b chromo inh = 24.6%; Pol iota inh = -16.1%; BLM inh = x; G9a block = x; Tb PGK inh = 2.2%
Cc1ccc(C2Nc3cccc4cccc(c34)N2)s1 reads JMJD2A Tudor = u; BAZ2B block = u; Pin1 inh = -0.6%; GLS inhibitor = 17.2%; HP1b chromo inh = u; Pol iota inh = -4.3%; BLM inh = -9.7%; G9a block = 12.6µM*; Tb PGK inh = i

Continued.
Value order – JMJD2A Tudor | BAZ2B block | Pin1 inh | GLS inhibitor | HP1b chromo inh | Pol iota inh | BLM inh | G9a block | Tb PGK inh
- COc1ccc(C2/C=C\CN(C(=O)C3CC3)C(Cc3ccccc3)C(=O)N2Cc2ccc(F)cc2)cc1 (configuration not stated)
→ -20.0% | x | 19.5% | x | 27.5% | -9.2% | -11.0% | x | x
- CCOC(=O)c1c(/N=C/c2cc(C)ccc2O)sc2c1CCN(C)C2
→ 44.7µM* | u | -0.6% | u | u | 218.7%[activator] | -1.1% | u | -5.5%
- O=c1c(C=Nc2ccc(Oc3ccccc3)cc2)c[nH]n1-c1cccc(Cl)n1
→ u | -4.7% | 7.4% | 12.4% | 15.0% | 9.0% | -3.8% | 9.7%[12.7 µM] | 6.5%
- N=C1c2ccccc2CN1NC(=O)c1cccc(S(=O)(=O)N2CCCCC2)c1
→ -3.5% | 7.2% | -5.0% | -5.6% | 30.1% | 41.5%[activator] | 1.4% | 19.8%[59 µM] | -2.2%
- O=C(N/N=C/c1cccs1)c1cc(-c2ccc(Cl)s2)[nH]n1
→ u | u | 19.0% | 2.9% | -5.0% | u | -12.9% | 50.1µM* | -15.4%
- Cn1cc(S(=O)(=O)N2CCCCC2)cc1C(=O)N1CCN(c2ccc(F)cc2)CC1
→ -28.8% | -8.7% | -1.9% | 23.7% | 15.2%[57 µM] | -15.0% | -2.8% | 3.3%[59 µM] | -4.5%
- Cc1ccc(-c2nnc(SCC(=O)N(C)C)nc2-c2ccc(C)cc2)cc1
→ u | -33.4% | 7.4% | -7.7% | -5.9% | 21.5% | -2.7% | -2.1% | -0.1%
- CCN1C(=O)CC(N2CCC(C(=O)N3CCCCCC3)CC2)C1=O (configuration not stated)
→ -2.7% | u | -13.1% | 1.5% | 27.5% | 4.5% | -4.1% | -12.3% | 6.8%
- O=C(NCc1ccc(OC(F)(F)F)cc1)c1cc(-c2ccccc2)nn1CC1CC(c2cccnc2)=NO1 (configuration not stated)
→ -20.8% | x | u | 8.1% | 30.0% | u | x | x | 7.2%
- CCCN1C(=O)c2ccc(C(=O)Nc3ccc4c(c3)OCO4)cc2C1=O
→ -5.5% | -3.8% | -6.6% | -3.8% | 28.3% | 1.1% | -1.8% | 3.6% | -5.0%
- COC(=O)c1ccccc1NC(=O)Cn1nnc(-c2ccc3c(c2)OCO3)n1
→ -2.2% | 0.7% | -0.2% | 3.6% | 10.5% | 13.0% | -1.0% | x | -5.0%
- CC(=O)c1ccccc1Oc1nc(CN2CCOCC2)nc2scc(-c3cccs3)c12
→ u | u | 9.0% | 26.1% | 42.1%[activator] | -19.1% | -1.7% | -38.8%[59 µM] | -1.9%
- COc1ccc(-c2nnc(Nc3ccc(S(=O)(=O)Nc4nccs4)cc3)c3ccccc23)cc1
→ -15.3% | u | u | -3.9% | 28.0% | 20µM* | u | 6.5%[59 µM] | -13.3%
- CCOC(=O)N1CCN(C(=O)CN(Cc2ccccc2)S(=O)(=O)c2ccc(OC)c(Cl)c2)CC1
→ -13.2% | -11.2% | 1.2% | -4.3% | 37.3% | 0.9%[58.9 µM] | -4.7% | 6.6%[12.7 µM] | -7.5%
- CC(=O)N1CCN(Cc2nc3cc(NC(=O)NC4CCCCC4)ccc3n2C)CC1
→ -4.2% | -13.7% | -0.1% | 0.0% | 39.4%[activator] | 128.1%[activator] | -2.0% | -4.8% | 2.3%

These rows are one share of the data. The share of hits here may be higher or lower than overall.
